High-throughput results (PubChem)
RAM network inh: inhibitors of the yeast RAM network | S. cerevisiae dse1pr::URA3 reporter, 5-FOA growth OD615, 2 d; analog-sensitive cbk1-as2 kinase mutant strain | inhibition, % at 50 µM | actives 1.8% (n = 190,000);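 active = inhibition above a set limit, 3 SD over mean compound inhibition, cut at about 8.4% in these data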;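 also: 0% = DMSO-only wells with no growth and 100% = 10 µM 1-NA-PP1 full growth; inhibition rescues growth on 5-FOA so higher OD means more RAM inhibition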
STAT3 blocker: reduces IL-6 driven STAT3 reporter signal | U3A cells, IL-6 STAT3-luciferase reporter, luminescence; host cell line lacks STAT1 | inhibition, % at 5.5 µM | actives 0.89% (n = 190,000) | AID 862;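 active = inhibition above the mean inhibition across all screened compounds plus 3 SD, cut at about 44% in these data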;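 also: 0% = DMSO only wells and 100% = 100 µM nifuroxazide control wells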
STAT1 inh: STAT1 signaling inhibition | NIH 3T3 STAT1-luciferase reporter, IFN-gamma, luminescence | inhibition, % at 5.5 µM | actives 0.35% (n = 200,000);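 active = inhibition above a set limit, the mean inhibition across all tested compounds plus 3 SD, cut at about 34% in these data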;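 also: 0% = IFN-gamma with DMSO and 100% = IFN-gamma with 300 µM nifuroxazide; values of inactives mirror those of a sister screen read the other way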
APP 5UTR inh: APP translation inhibition; AID 1285; actives 0.82% (n = 190,000); SH-SY5Y APP 5'UTR-luciferase reporter, luminescence; inhibition, % at 2 µM;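 active = inhibition above a set limit, derived from the sample mean plus 3 SD, cut at about 45% in these data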; also: values of inactives mirror those of a sister screen read the other way
NF-kB expr up: compounds increasing NF-kB expression in human neuronal cells; fold change at 12.5 µM; AID 1239; actives 1.6% (n = 190,000); NF-kB reporter expression; hits give high values; in the data active = fold change above about 3.3
STAT1 act: STAT1 signaling activation | NIH 3T3 STAT1-luciferase reporter, IFN-gamma, luminescence; 100% = IFN-gamma alone, no compound | activation (% of control), % at 5.5 µM | actives 2.6% (n = 200,000) | AID 932;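 active = activation above the screen-wide mean activation plus 3 SD, cut at about 130% in these data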;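 also: raw ratio to IFN-gamma control signal so 100% means no change and 0% no light; values of inactives mirror those of a sister screen read the other way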
STAT3 act: increases IL-6 driven STAT3 reporter signal; U3A cells, IL-6 STAT3-luciferase reporter, luminescence; 100% = signal with IL-6 EC80 alone; activation (% of control), % at 5.6 µM; actives 0.91% (n = 190,000);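 active = activation above the screen-wide mean of compound activation plus 3 SD, cut at about 130% in these data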;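 also: 0% = background luminescence of wells with medium and substrate only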
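Material: STAT1-lacking human U3A cells, STAT3 luciferase reporter | Benchmarks: IL-6-only wells as 100% reference | Probe or stimulus: IL-6 (33 ng/mL) | Timing: Compound 1 h, then IL-6 6 h at 37 °C | Detection: Luminescence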
FLuc inh counter: Photinus pyralis luciferase inhibition counter-screen | P08659 | ATPLite firefly luciferase biochemical luminescence, 10 min | inhibition, % at 10 µM | actives 1.5% (n = 200,000) | AID 1006;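 active = inhibition above about 50% when tested at 10 µM, limit read from the data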
Target sequence (P08659 whole entry, looked up): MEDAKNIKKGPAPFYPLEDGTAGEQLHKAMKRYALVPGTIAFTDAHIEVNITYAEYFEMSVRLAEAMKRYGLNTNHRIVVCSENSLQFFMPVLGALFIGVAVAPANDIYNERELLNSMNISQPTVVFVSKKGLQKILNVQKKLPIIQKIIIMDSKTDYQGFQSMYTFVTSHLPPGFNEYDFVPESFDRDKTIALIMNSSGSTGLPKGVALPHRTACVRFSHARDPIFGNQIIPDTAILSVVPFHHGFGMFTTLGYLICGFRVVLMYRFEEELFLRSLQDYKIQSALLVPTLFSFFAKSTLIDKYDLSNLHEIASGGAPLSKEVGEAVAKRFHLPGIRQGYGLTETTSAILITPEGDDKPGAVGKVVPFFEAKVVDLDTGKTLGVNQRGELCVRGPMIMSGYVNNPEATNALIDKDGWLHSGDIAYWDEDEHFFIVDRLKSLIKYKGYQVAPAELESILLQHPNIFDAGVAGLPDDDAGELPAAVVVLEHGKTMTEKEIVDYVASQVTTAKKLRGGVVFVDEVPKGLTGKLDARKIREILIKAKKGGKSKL
Hsp70 act: switches on Hsp70 transcription | HeLa Hsp70 promoter luciferase reporter, luminescence; scaled: vehicle 0, proteasome-inhibitor control 100% | activation, % at 10 µM | actives 0.04% (n = 200,000) | AID 1203;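 active = activation above the mean across all tested compounds plus 3 SD, cutoff set per campaign, cut at about 5.5% in these data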;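 also: 100% = MG132 at 30 µM as the positive control and 0% = DMSO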
APP 5'UTR act: activates APP 5'UTR luciferase reporter. SH-SY5Y APP 5'UTR luciferase reporter, luminescence; zero percent = DMSO vehicle wells. activation, % at 2 µM. actives 1% (n = 190,000);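 active = activation above a set limit, based on mean plus 3 SD of controls, cut at about 140% in these data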; also: values of inactives mirror those of a sister screen read the other way
* marks the source's active call; other numbers are inactive results.

For Cc1nc2ccc(S(=O)(=O)Nc3cccc(-c4nc5cccnc5s4)c3)cc2s1 the results were RAM network inh 5.8, STAT3 blocker -6, STAT1 inh 2, APP 5UTR inh -8, NF-kB expr up 0.78, STAT1 act 98, STAT3 act 105, FLuc inh counter -2, Hsp70 act -0.1 and APP 5'UTR act 8.
For COc1cc(NC(=O)c2cccs2)c(C(=O)OCC(=O)NCc2ccccc2)cc1OC the results were RAM network inh 1.3, STAT3 blocker 11, STAT1 inh 6, APP 5UTR inh -13, NF-kB expr up 1.4, STAT1 act 95, STAT3 act 92, FLuc inh counter -6, Hsp70 act -0.5 and APP 5'UTR act 13.
`COc1ccccc1NC(=O)COc1cccc(-n2cnnn2)c1` gave RAM network inh 2.0, STAT3 blocker 27, STAT1 inh -23, APP 5UTR inh 7, NF-kB expr up 0.79, STAT1 act 119, STAT3 act 81, FLuc inh counter -4, Hsp70 act -0.3 and APP 5'UTR act -7.
`C=C(C)CNC(=S)NNC(=O)CCn1c2ccccc2c2ccccc21` gave RAM network inh 6.8, STAT3 blocker -7, STAT1 inh -1, APP 5UTR inh -4, NF-kB expr up 0.82, STAT1 act 104, STAT3 act 103, FLuc inh counter -2, Hsp70 act -0.5 and APP 5'UTR act 3.
Screening CCS(=O)(=O)NCCCc1ccccc1 returned RAM network inh 1.3, STAT3 blocker -11, STAT1 inh 2, APP 5UTR inh 17, NF-kB expr up 1.6, STAT1 act 98, STAT3 act 109, FLuc inh counter -2, Hsp70 act -0.3 and APP 5'UTR act -17.
`C=C(c1ccc(O)cc1)c1ccc(O)cc1` gave RAM network inh 0.5, STAT3 blocker 8, STAT1 inh -3, APP 5UTR inh -3, NF-kB expr up 1.1, STAT1 act 102, STAT3 act 98, FLuc inh counter -5, Hsp70 act 0.0 and APP 5'UTR act 3.
`COc1ccc(Cc2c(O)nc(SCC(=O)NC(C)(C)C)[nH]c2=O)cc1` gave RAM network inh 0.5, STAT3 blocker 0, STAT1 inh -11, APP 5UTR inh 6, NF-kB expr up 1.2, STAT1 act 108, STAT3 act 102, FLuc inh counter -4, Hsp70 act 0.1 and APP 5'UTR act -6.
O=C(O)CCCC(=O)N1CCCC1 was read as RAM network inh 1.1, STAT3 blocker 13, STAT1 inh -1, APP 5UTR inh -11, NF-kB expr up 1, STAT1 act 101, STAT3 act 94, FLuc inh counter -5, Hsp70 act -0.1 and APP 5'UTR act 11.
`O=C(CN1CCCC1)Nc1ccc(Br)cc1` gave RAM network inh 1.9, STAT3 blocker 6, STAT1 inh -3, APP 5UTR inh -15, NF-kB expr up 1, STAT1 act 102, STAT3 act 97, FLuc inh counter -6, Hsp70 act 0.5 and APP 5'UTR act 15.
Cc1cc(C)nc(NC(C)(C)C(=O)O)n1 was read as RAM network inh -0.9, STAT3 blocker 1, STAT1 inh -5, APP 5UTR inh -8, NF-kB expr up 1, STAT1 act 103, STAT3 act 103, FLuc inh counter -5, Hsp70 act -0.3 and APP 5'UTR act 8.
For C=C(C)CN(CC)C(=O)COc1ccc(S(=O)(=O)Nc2ccc(OC)cc2)cc1 the results were RAM network inh 4.0, STAT3 blocker 5, STAT1 inh 5, APP 5UTR inh -5, NF-kB expr up 0.93, STAT1 act 95, STAT3 act 96, FLuc inh counter 0, Hsp70 act -0.2 and APP 5'UTR act 5.
FC(F)(F)c1cnc(Oc2ccccc2-c2nnco2)c(Cl)c1 was read as RAM network inh 1.9, STAT3 blocker -6, STAT1 inh -1, APP 5UTR inh 12, NF-kB expr up 0.72, STAT1 act 101, STAT3 act 110, FLuc inh counter -5, Hsp70 act -0.3 and APP 5'UTR act -12.
`O=S(=O)(c1ccccc1)c1nc(-c2ccco2)oc1NCc1ccco1` gave RAM network inh 4.2, STAT3 blocker 1, STAT1 inh -5, APP 5UTR inh -17, NF-kB expr up 0.88, STAT1 act 104, STAT3 act 102, FLuc inh counter -2, Hsp70 act 0.0 and APP 5'UTR act 17.
Screening Cc1ccc(N2C(=O)C3C(C(=O)c4ccccc4)=NN(c4ccccc4)C3C2=O)cc1 (configuration not stated) returned RAM network inh 6.9, STAT3 blocker 0, STAT1 inh -13, APP 5UTR inh -6, NF-kB expr up 1, STAT1 act 111, STAT3 act 104, FLuc inh counter 0, Hsp70 act 0.0 and APP 5'UTR act 6.
O=C(c1cc2c(=O)n3ccccc3nc2s1)N1CCN(Cc2ccc3c(c2)OCO3)CC1 was read as RAM network inh 1.3, STAT3 blocker -7, STAT1 inh 1, APP 5UTR inh 12, NF-kB expr up 0.98, STAT1 act 100, STAT3 act 108, FLuc inh counter -8, Hsp70 act -0.4 and APP 5'UTR act -12.
For Nn1c(SC/C=C/c2ccccc2)nnc1-c1ccccn1 the results were RAM network inh 0.2, STAT3 blocker 17, STAT1 inh 8, APP 5UTR inh -9, NF-kB expr up 0.94, STAT1 act 93, STAT3 act 92, FLuc inh counter -6, Hsp70 act -0.1 and APP 5'UTR act 9.
For C#CCOC(=O)c1csc2nnsc12 the results were RAM network inh -1.1, STAT3 blocker -1, STAT1 inh 3, APP 5UTR inh -9, NF-kB expr up 0.91, STAT1 act 96, STAT3 act 103, FLuc inh counter -6, Hsp70 act 0.0 and APP 5'UTR act 9.
`O=C(CCCOc1ccccc1)Nc1ncccn1` gave RAM network inh 2.0, STAT3 blocker 1, STAT1 inh 4, APP 5UTR inh 5, NF-kB expr up 0.98, STAT1 act 96, STAT3 act 107, FLuc inh counter -1, Hsp70 act -0.2 and APP 5'UTR act -5.
For CC1=Nc2cc(C(=O)O)ccc2Sc2c(C)ccc(C)c21 the results were RAM network inh -1.6, STAT3 blocker 11, STAT1 inh -1, APP 5UTR inh -8, NF-kB expr up 1.1, STAT1 act 100, STAT3 act 97, FLuc inh counter -1, Hsp70 act -0.2 and APP 5'UTR act 8.
Screening Cc1cccc(C(=O)NC(=S)NNC(=O)c2cccs2)c1 returned RAM network inh -0.8, STAT3 blocker 3, STAT1 inh -7, APP 5UTR inh 0, NF-kB expr up 0.92, STAT1 act 106, STAT3 act 100, FLuc inh counter 4, Hsp70 act -0.3 and APP 5'UTR act 0.
Screening O=C(Nc1ccccc1)ON=C1CCCC1 returned RAM network inh -0.4, STAT3 blocker 13, STAT1 inh -4, APP 5UTR inh -9, NF-kB expr up 1.7, STAT1 act 104, STAT3 act 92, FLuc inh counter 9, Hsp70 act -0.5 and APP 5'UTR act 9.
Screening CCOCC(=O)N1CCN(c2cccc(Cl)c2)CC1 returned RAM network inh 1.0, STAT3 blocker 5, STAT1 inh -1, APP 5UTR inh -2, NF-kB expr up 1.1, STAT1 act 98, STAT3 act 100, FLuc inh counter -7, Hsp70 act 0.0 and APP 5'UTR act 1.
Screening CCCCC(CC)C(=O)Nc1ccccc1C#N (configuration not stated) returned RAM network inh 1.3, STAT3 blocker 8, STAT1 inh 13, APP 5UTR inh 7, NF-kB expr up 1.4, STAT1 act 88, STAT3 act 98, FLuc inh counter -7, Hsp70 act -0.2 and APP 5'UTR act -7.
`NNc1nc(-c2ccccc2)nc2sc3c(c12)CCCC3` gave RAM network inh 4.2, STAT3 blocker -40, STAT1 inh -44, APP 5UTR inh -171, NF-kB expr up 1.7, STAT1 act 140*, STAT3 act 139*, FLuc inh counter 84*, Hsp70 act -0.1 and APP 5'UTR act 171*.
`CCOC(=O)C1=C(O)/C(=C\c2cc(C)n(-c3ccccc3F)c2C)N=C1C` gave RAM network inh 0.2, STAT3 blocker -2, STAT1 inh 6, APP 5UTR inh -17, NF-kB expr up 0.9, STAT1 act 93, STAT3 act 109, FLuc inh counter 34, Hsp70 act 0.1 and APP 5'UTR act 17.
Cc1cc(C(=O)Nc2sc(C)c(C)c2C#N)c(C)o1 was read as RAM network inh 1.4, STAT3 blocker 11, STAT1 inh -10, APP 5UTR inh -10, NF-kB expr up 1.2, STAT1 act 109, STAT3 act 93, FLuc inh counter -2, Hsp70 act -0.2 and APP 5'UTR act 10.
Screening Cc1ccc2[nH]c(=O)c(CN(Cc3cccs3)S(=O)(=O)c3ccc4c(c3)OCCO4)cc2c1 returned RAM network inh 2.8, STAT3 blocker -2, STAT1 inh 10, APP 5UTR inh 20, NF-kB expr up 0.93, STAT1 act 91, STAT3 act 101, FLuc inh counter -5, Hsp70 act -0.4 and APP 5'UTR act -20.
Screening O=C(COc1ccc([N+](=O)[O-])cc1)Nc1ccc(C(=O)NCc2cccnc2)cc1 returned RAM network inh 0.4, STAT3 blocker 8, STAT1 inh -5, APP 5UTR inh -9, NF-kB expr up 0.81, STAT1 act 105, STAT3 act 96, FLuc inh counter -2, Hsp70 act -0.4 and APP 5'UTR act 9.
`COc1ccc(C(=O)NC2CCCc3ccccc32)cc1S(=O)(=O)N1CCOCC1` (configuration not stated) gave RAM network inh -0.6, STAT3 blocker 0, STAT1 inh 7, APP 5UTR inh 1, NF-kB expr up 0.78, STAT1 act 94, STAT3 act 101, FLuc inh counter -6, Hsp70 act -0.1 and APP 5'UTR act -1.
CCc1cc(CNC(=O)CCc2nnc(Cc3cccc(C)c3)o2)on1 was read as RAM network inh -0.5, STAT3 blocker -2, STAT1 inh -2, APP 5UTR inh -22, NF-kB expr up 1.5, STAT1 act 103, STAT3 act 102, FLuc inh counter -8, Hsp70 act -0.2 and APP 5'UTR act 22.
`O=C(Oc1cccnc1)c1cccc(Cl)c1` gave RAM network inh -0.1, STAT3 blocker 14, STAT1 inh 4, APP 5UTR inh 5, NF-kB expr up 1.1, STAT1 act 97, STAT3 act 93, FLuc inh counter -4, Hsp70 act -0.3 and APP 5'UTR act -5.
For Cn1c(=O)c2c(nc(CN3CCN(Cc4ccccc4)CC3)n2CCN2CCOCC2)n(C)c1=O the results were RAM network inh -0.2, STAT3 blocker -5, STAT1 inh 3, APP 5UTR inh 4, NF-kB expr up 1, STAT1 act 97, STAT3 act 107, FLuc inh counter -3, Hsp70 act -0.4 and APP 5'UTR act -4.
`CC(O)CN1CC(O)=C(c2nc3ccccc3s2)C1=N` (configuration not stated) gave RAM network inh 1.0, STAT3 blocker -8, STAT1 inh -6, APP 5UTR inh 10, NF-kB expr up 1.8, STAT1 act 104, STAT3 act 109, FLuc inh counter -4, Hsp70 act -0.5 and APP 5'UTR act -10.
`Cc1nn(Cc2ccc(Cl)cc2)c(C)c1NC(=O)/C=C/c1cnn(C)c1` gave RAM network inh -0.5, STAT3 blocker 12, STAT1 inh 9, APP 5UTR inh -25, NF-kB expr up 1.4, STAT1 act 92, STAT3 act 93, FLuc inh counter -7, Hsp70 act -0.1 and APP 5'UTR act 25.

Sorted by molecular weight (ascending): 3 of the compounds above.
`CC(O)CN1CC(O)=C(c2nc3ccccc3s2)C1=N` (configuration not stated) gave RAM network inh 1.0, STAT3 blocker -8, STAT1 inh -6, APP 5UTR inh 10, NF-kB expr up 1.8, STAT1 act 104, STAT3 act 109, FLuc inh counter -4, Hsp70 act -0.5 and APP 5'UTR act -10.
CCc1cc(CNC(=O)CCc2nnc(Cc3cccc(C)c3)o2)on1 was read as RAM network inh -0.5, STAT3 blocker -2, STAT1 inh -2, APP 5UTR inh -22, NF-kB expr up 1.5, STAT1 act 103, STAT3 act 102, FLuc inh counter -8, Hsp70 act -0.2 and APP 5'UTR act 22.
Screening O=C(COc1ccc([N+](=O)[O-])cc1)Nc1ccc(C(=O)NCc2cccnc2)cc1 returned RAM network inh 0.4, STAT3 blocker 8, STAT1 inh -5, APP 5UTR inh -9, NF-kB expr up 0.81, STAT1 act 105, STAT3 act 96, FLuc inh counter -2, Hsp70 act -0.4 and APP 5'UTR act 9.
